KCNH2 3.1 block: qHTS for Inhibitors of KCHN2 3.1: Mutant qHTS; Potassium voltage-gated channel subfamily H member 2, brain isoform KCNH2 3.1 (human); U2OS KCNH2 3.1, thallium flux FluxOr; stronger effect = lower value; activity change, % (tested at about 1.8 µM); hit rate 0.95% among 340,000;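 active = maximum activity change below -70%; inconclusive = maximum activity change from -70% to -50%; inactive = maximum activity change above -50%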;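 also: thallium influx rate constant from kinetic fluorescence after stimulation buffer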
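U2OS cells transduced with KCNH2 3.1 mutant virus (1.77 x 10^8 /mL, 4 h), plated overnight at 37 C, loaded 45 min with FluxOr dye plus Red40 quencher. Thallium flux rate constant from kinetic reads after stimulation buffer, normalised to controls.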
Numbers without * were called inactive; ? = inconclusive. % is scaled to controls: 0 for no effect and ±100 for the full control effect. An excerpt (hit frequency here may not be typical).

SMILES | KCNH2 3.1 block
CCCCCCn1c(=O)n2n(c1=O)C[C@]1(OC(=O)NCc3ccccc3)CN(S(=O)(=O)c3ccc(C)cc3)C[C@]1(O)C2 | 0
COc1ccccc1C#Cc1cnc2c(c1)C(=O)N([C@H](C)CO)C[C@H](C)[C@@H](CN(C)S(=O)(=O)c1cn(C)cn1)O2 | 8
COc1ccccc1CN1CC(C(=O)N(C)CCc2ccccn2)CCC1=O (centres undefined) | -8
COc1ccc(C2CC(=O)Nc3cc(OC)c(OC)cc32)cc1 (centres undefined) | 23
O=C(COC(=O)Cc1ccccc1F)NCc1ccccc1Cl | 1
COc1cccc(C(=O)NCCS(=O)(=O)N2CCCC(C)C2)c1 (centres undefined) | 11
CC(NS(=O)(=O)c1cc2c3c(c1)CCN3C(=O)CC2)c1ccccc1 (centres undefined) | 6
O=S(=O)(Nc1nc(-c2ccco2)c(-c2ccco2)s1)c1ccc(F)cc1F | 4
O=C(Nc1ccc(NC(=S)NC(=O)c2ccco2)cc1)c1ccc(Br)cc1 | 0
Cc1ccc(-c2ccc(CN3C(C(C)C)C(=O)N(Cc4cn(Cc5ccco5)nn4)CCS3(=O)=O)cc2)cc1 (centres undefined) | -6
C[C@@H]1CN([C@@H](C)CO)C(=O)CCCn2cc(nn2)CO[C@H]1CN(C)S(=O)(=O)c1ccccc1F | -8
CCN1C(=O)[C@H]2[C@@H](c3ccc(C)cc3)N[C@]3(CCCN(CC4CCCCC4)C3=O)[C@H]2C1=O | -6
CN(CC(=O)Nc1cccc(S(=O)(=O)N(C)c2ccccc2)c1)Cc1cccs1 | -1
CCN1C(=O)[C@H]2[C@@H](c3ccc(OC)cc3)N[C@]3(CCCN(Cc4ccc(Cl)cc4)C3=O)[C@H]2C1=O | -14
Cc1ccc(NC(=O)CSc2nnnn2C)cc1S(=O)(=O)N1CCCCC1 | -5
CN(C)c1ccc(N=Nc2nccs2)cc1 | 5
COc1ccc([C@H]2C[C@@H](n3cc(-c4ccc(F)cc4)nn3)[C@H](O)CN2Cc2cccs2)cc1 | 2
COc1ccc(-n2nc3c(c2NC(=O)c2ccccc2)CS(=O)(=O)C3)cc1 | -12
Cc1nc(Cc2nnc(SCC(=O)N3c4ccccc4NC(=O)C3(C)C)o2)cs1 | -2
C[C@H](CO)N1C[C@H](C)[C@@H](CN(C)C(=O)c2ccncc2)OCc2cnnn2CCCC1=O | 9
COc1ccc(S(=O)(=O)N(C)C[C@@H]2OCc3cnnn3CCCC(=O)N([C@H](C)CO)C[C@@H]2C)cc1 | -4
COc1ccc(C(=O)N2C=Cc3ccccc3C2C#N)cc1 (centres undefined) | -3
O=C(COC(=O)c1c(F)cccc1F)Nc1cccc(S(=O)(=O)N2CCCCC2)c1 | 16
FC(F)(F)c1nc2nccnc2[nH]1 | 15
Cc1ccc(-c2ccc(CN3C(C(C)C)C(=O)N(Cc4cn(CCC5OCCO5)nn4)CCS3(=O)=O)cc2)cc1 (centres undefined) | 0
CSc1ncnc2c1ncn2CCCNCC(C)c1ccccc1 (centres undefined) | 6
COC(=O)C1CC(c2ccccc2)N(c2ccccc2)O1 (centres undefined) | 4
Cn1c(=O)c2c(-c3ccccc3)n(-c3ccccc3S)cc2n(C)c1=O | 12
CC(C)CSCC1OC(n2cnc3c(N)nccc32)C(O)C1O (centres undefined) | -9
CCOC(=O)C1CCc2c(ccc3ccccc23)N1CCC#N (centres undefined) | -25
C[C@@H]1CN([C@H](C)CO)S(=O)(=O)c2ccc(C#CC3CCCC3)cc2O[C@H]1CN(C)C(=O)Cc1ccccc1 | 1
C[C@@H]1CN([C@H](C)CO)C(=O)CCCn2nncc2CO[C@@H]1CN(C)S(=O)(=O)c1ccc(Cl)cc1 | -37
C[C@@H]1CN([C@@H](C)CO)C(=O)CCCn2nncc2CO[C@H]1CN(C)C(=O)Cc1ccccc1 | 4
Cc1occc1C(=O)N(C)CC1CCCN(CCc2ccc(Cl)cc2)C1 (centres undefined) | -72*
O=C(CCSc1nc(-c2ccccc2)c(-c2ccccc2)o1)N1CCCCC1 | 10
C[C@H]1CN([C@@H](C)CO)C(=O)CCCn2nncc2CO[C@H]1CN(C)S(=O)(=O)c1ccc2c(c1)OCCCO2 | 29
Cn1cc(C=CC(=O)O)c2nccnc21 | -1
Cc1ccc(S(=O)(=O)N(C)C[C@H]2OCc3cnnn3CCCC(=O)N([C@@H](C)CO)C[C@H]2C)cc1 | 20
CCC1Oc2ccccc2N(CC(=O)N2CCCC2)C1=O (centres undefined) | -8
COCCCn1c(C(=O)Nc2ccc3c(c2)OCO3)cc2c(=O)n3cccc(C)c3nc21 | -4
C[C@H](CO)N1C[C@H](C)[C@@H](CN(C)Cc2cccc(O)c2)OCc2cnnn2CCCC1=O | -1
O=c1[nH]cc(CCc2ccccc2)c(=O)[nH]1 | -2
O=C(NCc1nnnn1-c1ccc(Cl)cc1)c1ccc([N+](=O)[O-])o1 | -3
COc1ccc(CN2C(=O)c3ccccc3C2=O)cc1C(=O)N(C)CC(=O)Nc1ccc(C)cc1 | 1
CC(=O)c1sc(NC(=O)CCS(=O)(=O)c2ccc(F)cc2)nc1C | 3

Taken from the results shown, 13 compounds:
SMILES | KCNH2 3.1 block
C[C@@H]1CN([C@@H](C)CO)C(=O)CCCn2nncc2CO[C@H]1CN(C)C(=O)Cc1ccccc1 | 4
Cc1occc1C(=O)N(C)CC1CCCN(CCc2ccc(Cl)cc2)C1 (centres undefined) | -72*
O=C(CCSc1nc(-c2ccccc2)c(-c2ccccc2)o1)N1CCCCC1 | 10
C[C@H]1CN([C@@H](C)CO)C(=O)CCCn2nncc2CO[C@H]1CN(C)S(=O)(=O)c1ccc2c(c1)OCCCO2 | 29
Cn1cc(C=CC(=O)O)c2nccnc21 | -1
Cc1ccc(S(=O)(=O)N(C)C[C@H]2OCc3cnnn3CCCC(=O)N([C@@H](C)CO)C[C@H]2C)cc1 | 20
CCC1Oc2ccccc2N(CC(=O)N2CCCC2)C1=O (centres undefined) | -8
COCCCn1c(C(=O)Nc2ccc3c(c2)OCO3)cc2c(=O)n3cccc(C)c3nc21 | -4
C[C@H](CO)N1C[C@H](C)[C@@H](CN(C)Cc2cccc(O)c2)OCc2cnnn2CCCC1=O | -1
O=c1[nH]cc(CCc2ccccc2)c(=O)[nH]1 | -2
O=C(NCc1nnnn1-c1ccc(Cl)cc1)c1ccc([N+](=O)[O-])o1 | -3
COc1ccc(CN2C(=O)c3ccccc3C2=O)cc1C(=O)N(C)CC(=O)Nc1ccc(C)cc1 | 1
CC(=O)c1sc(NC(=O)CCS(=O)(=O)c2ccc(F)cc2)nc1C | 3

More entries follow.
SMILES | KCNH2 3.1 block
COc1cc(N=Nc2ccc(Br)cc2)cc(C=O)c1O | 1
CC1CN(C(=O)COC(=O)c2cncc(Br)c2)CC(C)O1 (centres undefined) | -11
Nc1nc(N)c2cc(CNc3ccc(Cl)c(Cl)c3)ccc2n1 | -30
COc1ccccc1-c1ccc([C@@H]2C[C@H]3[C@@H](CN2)CON3C)cc1 | 10
COc1ccc(CC(=O)NCc2cccc(Cl)c2)cc1S(=O)(=O)N1CCOCC1 | -35
CCCCCCN1C[C@@H](O)[C@H](n2cc(COC(=O)c3ccccc3)nn2)C[C@@H]1c1ccccc1 | -1
Cc1nn(C2CCS(=O)(=O)C2)c(C)c1CN(C)C(=O)c1ccc(F)cc1 (centres undefined) | 7
Cc1ccc(S(=O)(=O)NN=C2CC(C)(C)CC(=O)C2(C)C)cc1 | -9
COc1ccc2sc(C)cc(=O)c2c1 | 2
COc1ccc(C2CC(=O)C=C3c4ccc(OC)cc4CCC32)cc1 (centres undefined) | -18
CCCCCCn1c(=O)n2n(c1=O)[C@@H]1CN(S(=O)(=O)c3ccc(C)cc3)C[C@]1(O)[C@@H](OC(=O)NCc1ccccc1F)C2 | -12
CCOc1ccc2nc(NC(=O)c3cccc(N4C(=O)CCC4=O)c3)sc2c1 | -7
NS(=O)(=O)c1cccc(NC(=O)CSc2nnc(NC3CC3)s2)c1 | 3
CCC(=O)N(C)C[C@@H]1Oc2ncc(Br)cc2C(=O)N([C@H](C)CO)C[C@H]1C | 18
COc1cccc(-c2ccc3c(c2)O[C@H](CN(C)C(=O)c2ccccc2F)[C@H](C)CN([C@H](C)CO)S3(=O)=O)c1 | -23

Looked up one by one from the list above:
SMILES | KCNH2 3.1 block
CCOc1ccc2nc(NC(=O)c3cccc(N4C(=O)CCC4=O)c3)sc2c1 | -7
CCC(=O)N(C)C[C@@H]1Oc2ncc(Br)cc2C(=O)N([C@H](C)CO)C[C@H]1C | 18

Later entries
SMILES | KCNH2 3.1 block
C[C@@H]1CN([C@H](C)CO)C(=O)CCCn2nncc2CO[C@H]1CN(C)S(=O)(=O)c1ccc2ccccc2c1 | -2
Cc1cccc(C)c1OCC(O)CN1CCN(C(=O)c2ccccc2)CC1 (centres undefined) | 11
COc1ccc(S(=O)(=O)N(C)C[C@H]2OCc3cnnn3CCCC(=O)N([C@@H](C)CO)C[C@H]2C)cc1 | 9
N#Cc1cnn(-c2cc(Cl)ccc2Cl)c1N | 8
C[C@@H]1CN([C@@H](C)CO)S(=O)(=O)c2ccc(C#CC3CCCCC3)cc2O[C@@H]1CN(C)Cc1cccnc1 | -6
CNc1n[nH]c(-c2ccccc2)n1 | -9
COc1ccc(S(=O)(=O)N2CCN(CC(=O)N3CCNC3=O)CC2)cc1OC | 13
COc1ccc(NC(=O)C2CCN(S(=O)(=O)c3ccc(Cl)c(C(F)(F)F)c3)CC2)cn1 | -12
CCN(CC)C(=O)C1=C(C)N(CCCOC)C(=O)C(CC(=O)NCC2CCCCC2)C1 (centres undefined) | 3
CCN(CC)c1ccc(NC(=O)COC(=O)CCc2cc(OC)c(OC)c(OC)c2)cc1 | 5
C[C@@H]1Cn2cnc(C(=O)N[C@@H](Cc3c[nH]c4ccccc34)C(=O)OC(C)(C)C)c2C(=O)N1 | 4
COC(=O)C[C@H]1C[C@@H]2c3cc(NC(=O)CN(C)C)ccc3O[C@@H]2[C@H](CO)O1 | 8
C/C(=N\NC(=O)c1ccccc1-n1cccc1)c1ccccn1 | 13
C[C@H](CO)N1C[C@H](C)[C@@H](CN(C)Cc2cccnc2)OCc2cnnn2CCCC1=O | -1
CC(C)Cn1c(SCC(=O)NC2CC2)nc2ccccc21 | -6
C[C@@H]1CN([C@H](C)CO)C(=O)c2cc(Br)cnc2O[C@@H]1CN(C)Cc1cncnc1 | 6
Cc1ccc(C)c(OCc2cc(C(=O)N3CCN(C4CCCCC4)CC3)no2)c1 | -10
CC(OCC(O)CN1CCN(S(=O)(=O)c2ccc(Cl)cc2)CC1)c1ccc(Cl)cc1 (centres undefined) | -16
Cc1cnc(NS(=O)(=O)c2ccc(N)cc2)nc1-c1ccccc1O | -14
Cc1cc(C)n2c(SCC(=O)N(CCC#N)c3ccc4c(c3)OCCO4)nnc2n1 | 14
COc1ccc(CCNC(=O)CSc2nc3c(sc(=S)n3-c3ccccc3)c(=O)[nH]2)cc1OC | -11
COc1cccc(CCNC(=O)c2cc(COc3ccc(C)c(C)c3)on2)c1OC | -26
C=CCSc1nc2c(N)ncnc2n1C1OC(CO)C(O)C1O (centres undefined) | -1
COC(=O)c1ccc(CNC(=O)c2ccc(OC)c(S(=O)(=O)NC3CC3)c2)cc1 | -4
COc1cccc(C(=O)NCCS(=O)(=O)N2CCN(c3ccccc3)CC2)c1OC | -7
C[C@H](CO)N1C[C@H](C)[C@H](CN(C)S(=O)(=O)c2ccc(-n3cccn3)cc2)OCc2cnnn2CCCC1=O | 15
CCCC#Cc1cnc2c(c1)C(=O)N([C@H](C)CO)C[C@@H](C)[C@H](CN(C)S(=O)(=O)c1cccc(OC)c1)O2 | -3
CCCCN1C(=O)C(CC(=O)NC(c2ccccc2)c2ccccc2)CC(C(=O)N2CCOCC2)=C1C (centres undefined) | -4
O=C(CC1CCCC1)NCCS(=O)(=O)N1CCN(c2ccccc2)CC1 | 0
Cc1ccc(NC(=O)c2cc(S(=O)(=O)N3CCCCC3)ccc2N2CCOCC2)c(C)c1 | -9
O=C(Nc1ccc2c(c1)OCCO2)c1ccccc1Cl | 3
COC(=O)C1C2CC3c4[nH]c5cc(OC)ccc5c4CCN3CC2CC(OC2CCCCO2)C1OC (centres undefined) | ?
CCOc1ccc(S(=O)(=O)NCCC(=O)NCC(c2ccc(OC)cc2)N2CCOCC2)cc1 (centres undefined) | 1
CCOC(=O)CCCCCC(=O)Nc1ccc2c(c1)C(=O)N([C@H](C)CO)C[C@@H](C)[C@@H](CN(C)C(=O)CCC(F)(F)F)OCCCC[C@H](C)O2 | -2
CC1NC(=O)c2cccnc2-n2c1nc1cc(F)c(F)cc1c2=O (centres undefined) | 5
CC1=C(C(=O)N(C)C)CC(CC(=O)NCCc2ccccn2)C(=O)N1Cc1ccc(F)cc1 (centres undefined) | 10
CC1CCCCC12NC(=O)N(CC(=O)Nc1ccc3c(c1)OCO3)C2=O (centres undefined) | 0
Nc1nc(SCc2ccccc2)sc1C(=O)N1CCCCC1 | 5
C[C@@H]1CN([C@H](C)CO)C(=O)CCCn2nncc2CO[C@@H]1CN(C)S(=O)(=O)c1cn(C)cn1 | -28
CCCCCC(=O)N1C[C@@H](n2cc(COC(=O)c3ccccc3)nn2)[C@H](O)C[C@@H]1c1ccc(C)cc1 | 20
COc1ccc([C@H]2C[C@@H](n3cc(COC(=O)c4ccccc4)nn3)[C@H](O)CN2C(=O)c2cccs2)cc1 | 6
Cc1ccc(-c2nc3ccc(Cl)cn3c2CC(C)(C)C)cc1 | -4
O=C1CC(SC(=S)C2CCCC2=O)C(=O)N1 (centres undefined) | ?
COc1ccc(OC(=O)OCc2ccccc2)cc1 | ?
CNC(=O)C[C@@H]1C(=O)N(c2ccc(OC)cc2)CC1(C)C | 0
O=c1c2ccccc2c2ccccc2c(=O)n1Nc1ccccc1 | -3
CCCCCC(=O)N1C[C@@H](O)[C@H](n2cc(COC(=O)c3ccccc3)nn2)C[C@@H]1c1ccc(C)cc1 | -8
Cc1ccc([C@H]2C[C@@H](n3cc(COC(=O)c4ccccc4)nn3)[C@H](O)CN2C(=O)C2CCCCC2)cc1 | -6
CC1CCN(C(=O)CCC(=O)Nc2ccc([N+](=O)[O-])cc2)CC1 | 16

Compound activity from PubChem.
